From PubChem BioAssay
HCV NS3h FP – blocks HCV NS3 helicase binding to DNA; AID 687043; inhibition, % at 100 µM; actives 1.6% (n = 16,000); NS3h Cy5-dT15 DNA binding, fluorescence polarization;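 active means inhibition above the average over every tested compound plus 3 SD, cut at about 40% in these data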
Cy5 interf NS3h – Cy5 fluorescence interference, HCV helicase counter-screen. fluorescence interference ratio at 100 µM. Cy5-dT15 DNA with NS3h; actives lie on both sides; signal over control mean, under 1 quenches. actives 6% (n = 16,000);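 active means compound fluorescence over control fluorescence at most 0.8, a quencher, or at least a set upper limit, an enhancer; inactive means ratio between 0.8 and the set upper limit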
An asterisk follows results filed as active. Hits appear at their usual frequency; overall some 7.1% were active at least once.

SMILES	HCV NS3h FP	Cy5 interf NS3h
CCOC(=O)c1c(NC(=S)Nc2ccccc2)sc2c1CCCCC2	5	1.1
CCOc1cccc(C(=O)Nc2ccc(Br)cc2C(=O)O)c1	10	1.1
CCOc1cc(OCC)cc(C(=O)Nc2ccc(Cl)cc2)c1	12	1
O=C1C(=O)N(c2cccc(Br)c2)C(c2ccc([N+](=O)[O-])cc2)C1=C(O)c1ccccc1 (centres undefined)	10	0.97
CCCC(O)=C1C(=O)CC(C)(C)CC1=Nc1ccc([N+](=O)[O-])cc1	-2	1
CN1C(=O)/C(=C2\SC(=Nc3ccc(F)cc3)NC2=O)c2ccccc21	-4	0.92
N=C(SC1CC(=O)N(c2cccc3ccccc23)C1=O)N1N=C(c2cccs2)CC1c1ccc(Br)cc1 (centres undefined)	7	1.1
Cc1[nH]c(=S)c(C#N)c(-c2cccs2)c1C(=O)Nc1ccccc1	3	1
O=C(Nc1ccc(S(=O)(=O)Nc2ncccn2)cc1)c1cccnc1	0	0.99
N/C(=N/OC(=O)c1ccccc1Br)c1cccnc1	0	1.1
Cc1ccc(C)c(S(=O)(=O)Nc2ccc(C)c(C)c2)c1	10	0.94
CCOc1cc(OCC)cc(C(=O)Nc2cccc3nsnc23)c1	8	1.1
Cc1c(C(=O)Nc2cc(Cl)cc(Cl)c2)oc2ccccc12	-1	1
CCCOc1cccc(C(=O)Nc2cc(NC(=O)c3cccc(OCCC)c3)cc(C(=O)O)c2)c1	10	0.92
CCOc1ccc(C(=O)Nc2ccc(-c3nc4ccccc4s3)c(O)c2)cc1Cl	-10	0.9
CC(=O)c1c(C)oc2ccc(OC(=O)c3cccc(Cl)c3)cc12	7	1
C=CCN1C(=O)/C(=C\c2ccc(OS(=O)(=O)c3ccccc3)c(OC)c2)SC1=S	8	1
Cc1cc(NC(=O)CCCOc2ccc(Cl)cc2Cl)no1	6	1
COc1ccccc1C(=O)NNC(=O)c1ccc([N+](=O)[O-])cc1	-1	1
COc1ccc(OC)c(NC(=O)CN(c2ccc(OC)cc2OC)S(C)(=O)=O)c1	6	0.96
O=C(O)c1cccc(N2C(=O)c3ccc(Br)cc3C2=O)c1	4	1
O=C(NCCc1ccc(Cl)cc1)C(=O)NCc1ccccc1	6	1.1
C=CCOC(=O)C1=C(C)NC(C)=C(C(=O)OCC=C)C1c1cccc([N+](=O)[O-])c1	20	0.81
N/C(=N/OC(=O)c1cccc(Br)c1)c1ccc([N+](=O)[O-])cc1	28	0.97
CCN(CC)CCN1C(=O)C(O)=C(C(=O)/C=C/c2ccccc2)C1c1ccc(OC)cc1 (centres undefined)	26	1.2*
CN1CCN(C(=O)c2ccccc2NC(=O)CN2C(=O)c3ccccc3C2=O)CC1	10	0.77*
Cc1ccc(C(=O)CSc2nc(N)c(C#N)c(-c3ccc(O)cc3)c2C#N)cc1	-4	1
O=C(NC(=S)Nc1cccc(-c2nc3cc(Cl)ccc3o2)c1)c1ccco1	3	0.95
COc1ccc(CNC(=O)C(=O)Nc2ccc([N+](=O)[O-])cc2)cc1	10	1
O=C(c1ccc(N2CCN(C(=O)c3ccccc3Br)CC2)cc1)c1cccc(F)c1	1	0.91

Some of these compounds in order of their number in HCV NS3h FP, ascending:
SMILES | HCV NS3h FP
O=C(NC(=S)Nc1cccc(-c2nc3cc(Cl)ccc3o2)c1)c1ccco1 | 3
O=C(O)c1cccc(N2C(=O)c3ccc(Br)cc3C2=O)c1 | 4
O=C(NCCc1ccc(Cl)cc1)C(=O)NCc1ccccc1 | 6
COc1ccc(CNC(=O)C(=O)Nc2ccc([N+](=O)[O-])cc2)cc1 | 10

Next section.
SMILES	HCV NS3h FP	Cy5 interf NS3h
COc1ccc(OC)c(/C=N\NC(=O)/C(=C\c2ccc3c(c2)OCO3)NC(=O)c2ccccc2)c1	8	1.1
CCOC(=O)C1=C(C)NC2=C(C(=O)CC(C)(C)C2)C1c1ccc(C)cc1C (centres undefined)	7	1.1
Cc1ccc2nc3[nH]c(=O)[nH]c(=O)c3nc2c1	8	1
Cc1oc(C(=O)O)cc1CSC(C)C(=O)O (centres undefined)	-6	1.1
Cc1cc(Cl)ccc1NC(=O)CN(c1cccc([N+](=O)[O-])c1)S(=O)(=O)c1ccccc1	18	1
CCOc1ccc(/C=N\N2C(=O)C3C(C2=O)C2C=CC3C23CC3)cc1OC (centres undefined)	-2	1
Cc1ccccc1OCC(=O)Nc1ccc(Cl)cc1Cl	3	0.99
Cc1ccc(C(=O)Oc2ccccc2C(=S)N2CCOCC2)cc1	14	1
O=C(/C=C/c1ccccc1)NC(=S)Nc1ccc(NC(=O)c2ccccc2)cc1	9	0.96
COc1cc(/C=C2/SC(=S)N(C)C2=O)ccc1OCCOc1cc(C)ccc1C(C)C	-4	1
CCc1c(C#N)c(N)nc(SCC(=O)c2ccc(Cl)c(Cl)c2)c1C#N	8	0.98
COc1ccc(CNC(=O)C(=O)Nc2cccc(Cl)c2)cc1	6	1.1
CCOc1cc(/C=C2\C(=O)NN(c3ccc(Cl)c(Cl)c3)C2=O)ccc1OC(C)=O	38	0.84
CCN(CC)c1ccc(NC(=O)c2ccc(I)cc2)cc1	16	1.3*
O=C(c1ccccc1)N1CCN=C1c1ccccc1	-8	0.88
O=C(c1ccccc1F)N1CCN(c2ccc([N+](=O)[O-])cc2C(F)(F)F)CC1	-4	0.89
COc1ccc(C(O)c2coc3ccc(O)c(CN(C)C)c23)cc1 (centres undefined)	-1	1
Cc1nn(C(=O)COc2ccc(Cl)cc2)c(C)c1Sc1ccccc1[N+](=O)[O-]	6	1
CC12CC3CC(C)(C1)CC(C(=O)Nc1cc(Cl)ccc1Cl)(C3)C2	23	0.88
COc1ccc(/C=C/C(=O)NC(=S)Nc2ccccc2O)cc1	16	0.95

Three compounds already listed, arranged by number of heavy atoms, low to high.
SMILES	HCV NS3h FP	Cy5 interf NS3h
CCN(CC)c1ccc(NC(=O)c2ccc(I)cc2)cc1	16	1.3*
CC12CC3CC(C)(C1)CC(C(=O)Nc1cc(Cl)ccc1Cl)(C3)C2	23	0.88
CCOc1cc(/C=C2\C(=O)NN(c3ccc(Cl)c(Cl)c3)C2=O)ccc1OC(C)=O	38	0.84

Carrying on:
SMILES	HCV NS3h FP	Cy5 interf NS3h
C=C(C)Cn1c(-c2ccc(C(C)(C)C)cc2)n[nH]c1=S	12	0.99
CC(=O)N1CCN(c2ccc(NC(=O)c3ccccc3)cc2)CC1	-6	0.94
Cc1ccc(/C=C/C(=O)Nc2ccc([N+](=O)[O-])cc2)o1	6	0.92
CC(C)(C)c1ccc(-c2nc3cc(NC(=S)NC(=O)c4ccco4)ccc3o2)cc1	0	1
O=C(CC1Sc2ccccc2NC1=O)Nc1ccccc1NC(=O)CC1Sc2ccccc2NC1=O (centres undefined)	-17	1.1
COC(=O)c1c(C)oc2cc(Br)c(OC(=O)c3ccco3)cc12	13	1
O=C1c2ccccc2NC(c2ccc(Cl)cc2)N1Cc1ccccc1 (centres undefined)	15	1
CCc1ccccc1N(CC(=O)Nc1ccccc1C(=O)OC)S(C)(=O)=O	19	0.99
CCOC(=O)c1ccccc1NC(=O)c1ccc(CN2CCc3ccccc3C2)cc1	15	0.94
CCc1ccccc1N(CC(=O)O)S(C)(=O)=O	5	0.89
Cc1ccc(NC(=O)C(=O)NCCN2CCN(Cc3ccc(Br)cc3)CC2)cc1	19	1
O=C(N/N=C/c1ccccc1O)c1cncc(Br)c1	11	0.98
O=C(O)c1c(Cl)c(C(=O)O)c(C(=O)O)c(Cl)c1C(=O)O	2	0.94
O=C(Nc1cccc2nsnc12)c1cc2ccccc2o1	-2	0.99
Cc1cc(C=C2C(=O)NC(=S)NC2=O)c(-c2ccccc2)n1-c1ccccc1	6	1.1
COc1ccc(C2C(=C(O)c3ccccc3)C(=O)C(=O)N2c2cccc(Br)c2)c(OC)c1 (centres undefined)	2	0.94
O=C(Nc1cccc(C(F)(F)F)c1)C1CN(S(=O)(=O)c2ccccc2)CCN1S(=O)(=O)c1ccccc1 (centres undefined)	-1	1
O=C(c1cccc(OCc2ccccc2)c1)N1CCN(c2ccc([N+](=O)[O-])cc2)CC1	8	0.9
COc1cccc(/C=C2\SC(=S)N(c3cccc(C)c3)C2=O)c1	12	0.9
COc1ccc2oc(=O)c(C(=O)Nc3ccccc3F)cc2c1	7	1

Reprinted from above for reference:
SMILES	HCV NS3h FP	Cy5 interf NS3h
O=C(Nc1ccc(S(=O)(=O)Nc2ncccn2)cc1)c1cccnc1	0	0.99
N/C(=N/OC(=O)c1ccccc1Br)c1cccnc1	0	1.1

Next section.
SMILES	HCV NS3h FP	Cy5 interf NS3h
O=C(CSc1nc(O)cc(=O)[nH]1)N1c2ccccc2CCc2ccccc21	9	0.86
CS(=O)(=O)N(CC(=O)Nc1ccccc1)c1ccc(Br)cc1	12	1
O=C(Nc1nc2ccc([N+](=O)[O-])cc2s1)c1cc(Cl)cc(Cl)c1	-19	0.86
Cc1ccc(C(=O)Oc2ccc(Br)cc2C(=S)N2CCOCC2)cc1	2	1
O=C(Nc1ccccc1[N+](=O)[O-])c1ccc(-c2ccccc2)cc1	4	0.96
Cc1ccc(N(CC(=O)N2CCOCC2)S(C)(=O)=O)cc1	2	1.1
COc1ccc(CNC(=O)C(=O)NCc2ccccc2)cc1	10	0.73*
Cc1ccc(S(=O)(=O)N2CCN(Cc3ccc(F)cc3)CC2)cc1	24	0.98
COc1cccc(N2C(=O)C(=O)C(=C(O)c3ccccc3)C2c2ccc([N+](=O)[O-])cc2)c1 (centres undefined)	-12	0.97
COc1cccc(N2C(=O)C(=O)C(=C(O)c3ccccc3)C2c2ccc(O)c(OC)c2)c1 (centres undefined)	-13	1
CCOC(=O)c1c(NC(=O)COc2ccccc2)sc(C(=O)Nc2cc(C(F)(F)F)ccc2Cl)c1C	5	1
CN(C)C(=O)C1(C)CSSC(C)(C(=O)N(C)C)CSSC(C)(C(=O)N(C)C)CSS1 (centres undefined)	7	0.99
C=CCOc1ccc(Cl)cc1/C=C1/SC(=S)NC1=O	12	1.2*
CN(C1=NC(=O)/C(=C\C=C\c2ccccc2)S1)c1ccc(O)cc1	52*	0.97
O=C(NCCOC(=O)c1ccc(S(=O)(=O)N2CCOCC2)cc1)c1cccnc1	3	0.93
COc1ccc(/C=C2/C(=O)N(c3ccccc3)N=C2C)c(OC)c1OC	11	0.9
COc1ccccc1CN1CCN(Cc2cccnc2)CC1	-6	1.1
COc1ccc(/C=C\C(=O)Nc2ccc3oc(-c4cccnc4)nc3c2)cc1	4	1
Fc1ccc(NC(=S)NCCC2=CCCCC2)cc1	10	0.93
CCNC(=O)c1ccc(Cl)cc1Cl	3	1.1
Cc1ccc(/C=C/C(=O)Nc2ccc(Cl)cc2Cl)o1	26	0.92
O=C1C(=C/C(Br)=C/c2ccccc2)SC(=S)N1Cc1ccccc1	8	1.1
COc1cc(NC(=O)c2cnn3c2NC(c2cc(OC)c(OC)c(OC)c2)CC3C(F)(F)F)cc([N+](=O)[O-])c1 (centres undefined)	8	0.94
Cc1c(C(=O)O)cccc1-n1c(C)ccc1C	97*	1.4*
COc1ccc(N(CC(=O)Nc2cccc(Cl)c2)S(C)(=O)=O)cc1	3	1.2
Cc1ccc(OCCSc2nc(C)cc(=O)[nH]2)c(C(C)C)c1	2	1
Cc1ccc(NC(=O)C(=O)NCCN2CCN(S(=O)(=O)c3ccc([N+](=O)[O-])cc3)CC2)cc1	-9	1
O=C(O)c1ccc(SC(C(=O)O)c2ccccc2)cc1 (centres undefined)	-1	0.99
O=[N+]([O-])c1cccc(/C=N\Nc2ccc3nnnn3n2)c1	5	1
Clc1ccc(Cc2nnn(-c3ccccc3)n2)cc1	10	1

Individual results from above.
HCV NS3h FP with `O=C(O)c1ccc(SC(C(=O)O)c2ccccc2)cc1` (centres undefined) = -1
HCV NS3h FP with `Cc1ccc(/C=C/C(=O)Nc2ccc(Cl)cc2Cl)o1` = 26
HCV NS3h FP with `Cc1c(C(=O)O)cccc1-n1c(C)ccc1C` = 97*
HCV NS3h FP with `Cc1ccc(OCCSc2nc(C)cc(=O)[nH]2)c(C(C)C)c1` = 2

Next part:
SMILES	HCV NS3h FP	Cy5 interf NS3h
O=C1c2cccc3cccc(c23)C(=O)N1/N=C\c1ccc(Cl)cc1	-20	0.89
Cc1ccc(S(=O)(=O)NCCNc2c(Cl)cccc2[N+](=O)[O-])cc1	17	0.89
Cc1ccc2nsnc2c1NC(=O)c1cc2ccccc2o1	-1	1.1
COc1ccc(NC(=O)c2ccc(C)c(C)c2)c(OC)c1	8	0.97
CC1=C(C(=O)OCCOC(C)C)C(c2cccc(F)c2)C2=C(CCCC2=O)N1 (centres undefined)	3	1
COc1ccc(CCNC(=O)C(=O)Nc2cc(C)cc(C)c2)cc1OC	-12	1.1
O=C1C=CC(=O)N1c1ccc(SC(F)F)cc1	20	0.99
O=c1c2cc3c(=O)n(-c4nc5ccccc5s4)c(=O)c3cc2c(=O)n1-c1nc2ccccc2s1	4	0.95
O=C(/C=C/c1cccc(C(F)(F)F)c1)Nc1cccc(C(F)(F)F)c1	-12	0.98
CCc1cc(C)cc(OCCOc2ccccc2/C=C2/SC(=S)N(C)C2=O)c1	-1	1.1
COc1ccc(N2C(=O)NC(=O)/C(=C\c3ccc(OC)cc3C)C2=O)cc1	22	1
COc1ccc(COC(=O)N/N=C(/C)CC(=O)Nc2c(C)cc(C)cc2C)cc1	19	1
O=C(Nc1ccc(F)c([N+](=O)[O-])c1)c1ccc(OCc2ccccc2)cc1	6	0.95
COc1ccc([N+](=O)[O-])cc1-c1ccc(/C=C2\C(=O)NC(=O)N(c3ccc(Cl)cc3)C2=O)o1	20	1.1
CCCNC(=O)/C=C/c1ccc2c(c1)OCO2	6	1.1
CC1CCCN(C(=O)/C=C/c2ccccc2)C1 (centres undefined)	7	0.96
CC(=O)N(c1ccc(Cl)cc1)S(=O)(=O)c1ccc(Cl)cc1	9	1
O=C(Nc1ccc(Cl)cc1)N1CCN(c2ccccc2Cl)CC1	12	1.1
Cc1c(NC(=O)CN(c2cccc(Cl)c2)S(=O)(=O)c2ccccc2)c(=O)n(-c2ccccc2)n1C	2	1
O=C(COc1ccccc1)Nc1cccc2nsnc12	7	1.1
O=C(COc1ccc(Cl)cc1)Nc1cc([N+](=O)[O-])ccc1F	10	0.88
